# High-throughput results: PubChem, National Center for Advancing Translational Sciences (NCATS)
# N370S GC: inhibitors or activators of N370S glucocerebrosidase for Gaucher disease; P04062; N370S GC spleen homogenate, 4MU-glucoside fluorescence; Potency, µM (top dose mostly 59.4 µM), for the others: at the highest dose activity change, negative = inhibition, usual class: inhibitors; 0.092% of 330,000 active; AID 2101;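 also: 0% = full enzyme activity and -100% = no enzyme basal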
# DT40 TDP1 CPT: DT40-hTDP1 cell growth loss with CPT; chicken DT40 Tdp1-/-;hTDP1 cells + 20 nM CPT, ATP luminescence, 48 h; Potency, µM (doses to about 46.2 µM), without a hit: at the highest dose activity change, negative = growth inhibition, hits mostly inhibitors; 12% of 420,000 active; also: nearly all actives have a fitted effect of over 55% in size
#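 Cell growth measured by CellTiter-Glo luminescence after a minimum 48 h, 37 C compound exposure with 20 nM CPT in Tdp1-knockout DT40 cells stably expressing hTDP1, seeded 400/well; qHTS titration format.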
# FEN1 inhibitor: human FEN1 inhibition; 0.35% of 390,000 active; P39748; Potency, µM (doses to about 114 µM), for inactives: at the top dose activity change, negative = inhibition, hits mostly inhibitors; Recombinant FEN1 flap cleavage, fluorescence, 15 min; also: nearly all actives have a fitted effect of over 65% in size
# Target sequence (P39748 whole entry, looked up): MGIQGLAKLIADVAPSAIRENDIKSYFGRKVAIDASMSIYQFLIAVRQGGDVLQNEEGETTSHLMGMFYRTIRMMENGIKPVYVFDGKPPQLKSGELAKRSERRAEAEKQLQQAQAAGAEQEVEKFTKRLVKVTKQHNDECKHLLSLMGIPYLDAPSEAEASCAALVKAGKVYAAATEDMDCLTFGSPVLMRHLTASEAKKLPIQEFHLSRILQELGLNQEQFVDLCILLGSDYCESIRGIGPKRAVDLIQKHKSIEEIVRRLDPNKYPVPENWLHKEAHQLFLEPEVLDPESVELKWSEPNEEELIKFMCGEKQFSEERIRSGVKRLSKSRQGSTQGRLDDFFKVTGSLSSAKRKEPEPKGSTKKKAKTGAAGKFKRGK
#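 Potency values derive from four-parameter Hill fits of normalized qHTS data. The reaction used 10 nM FEN1 preincubated 15 min at room temperature with compound, then 50 nM DNA substrate, read at 0 and 15 min.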
# * = called active by the depositor; ? = inconclusive; . = not tested or not shown; & = joins results of further samples; [ ] = another dose, or the depositor's remark. Calls follow the shape of the dose curve; as a rule, active = well fitted curve in the direction sought with a large enough effect; inconclusive = small, poorly fitted or top-dose-only effect, or another doubt; inactive = no such curve, though single readings can be large; an effect the other way counts as inactive or inconclusive. Unless noted, % is scaled to controls: 0 for no effect and ±100 for the full control effect; potency is read from the fitted curve at half-maximal effect. A portion of the library; rates above refer to the full screens.
SMILES,N370S GC,DT40 TDP1 CPT,FEN1 inhibitor
CCc1nnc(NC(=O)c2ccc(-c3ccccc3F)o2)s1,-1%,18%,0%
Cc1cc(C(=O)NC(C)C2CC2)c(Cl)cc1Cl (stereo unspecified),-1%,2%,19%
N/C(=N\OC(=O)c1ccc2ccccc2c1)c1ccncc1,0%,6%,0%
COc1ccc(C(=O)COC(=O)C2CCCN2C(=O)C23CC4CC(CC(C4)C2)C3)cc1 (stereo unspecified),2%,23µM*,-3%
CCc1ccccc1N(CC(=O)N1CCN(c2ccccc2F)CC1)S(C)(=O)=O,-6%,?,-3%
CCOC(=O)C1CCCN(C(=O)CN(c2ccc(OC)cc2)S(=O)(=O)c2c(C)noc2C)C1 (stereo unspecified),-5%,-49%,18%
NS(=O)(=O)c1ccc(S(=O)(=O)N(CCc2ccccc2)Cc2ccccn2)cc1,0%,-2%,-19%
Cn1c(=O)cc(OCC(=O)NCCCN2CCN(c3ccccc3F)CC2)c2ccccc21,-5%,?,14%
O=C(NN=c1c(=O)c2ccccc2c1=O)c1ccccc1,-15%,18µM*,?
CC(OC(=O)CCN=C1NS(=O)(=O)c2ccccc21)C(=O)c1ccccc1 (stereo unspecified),0%,-9%,-3%
CCNC(=S)N(Cc1cc2cc(C)c(C)cc2[nH]c1=O)C1CCCC1,-8%,5%,-1%
COc1ccc(C)cc1NC(=O)C(=O)NCC1(c2ccccc2)CCCC1,.,?,7%
CN(C)S(=O)(=O)c1ccc(Cl)c(NC(=O)CN2CCC(Cc3ccccc3)CC2)c1,9%,?,-20%
Cc1ccccc1-c1nc(Cc2ccccc2)no1,12%,-2%,-1%
CC(=O)Nc1ccc(OCCOc2ccc(/C=C3\C(=N)N4N=C(C(C)C)SC4=NC3=O)cc2)cc1,-8%,-1%,-4%
C/C(=N\N1CCN(c2ccccc2)CC1)c1ccccc1O,3%,-11%,-4%
N#Cc1ccc(OCC(=O)N2CCN(S(=O)(=O)c3ccc(Cl)s3)CC2)cc1,.,16µM*,15%
COc1cc(/C=N/N(C)C)ccc1OC(=O)c1ccco1,1%,-17%,9%
O=C(NCc1ccco1)c1ccc(Cn2c(=O)c3sccc3n(Cc3cccc(F)c3)c2=O)cc1,2%,?,-12%
Clc1cc(Cl)cc(Nc2ncn[nH]2)c1,-1%,0%,9%
O=C(COC(=O)c1n[nH]c2ccccc12)NC(=O)NC1CCCCC1,9%,?,-13%
O=C1CC(N2CCC(c3nc4ccccc4o3)CC2)C(=O)N1c1ccc(Cl)c(C(F)(F)F)c1 (stereo unspecified),6%,?,-21%
O=c1c2ccccc2nc2n1C(CSc1ccc(F)cc1)CS2 (stereo unspecified),-19%,1%,-2%
CCOC(=O)N1CCN(S(=O)(=O)c2ccc(F)c(C(=O)Nc3cc(C)cc(C)c3)c2)CC1,-11%,0%,-14%
Cc1oc(-c2cc(F)cc(F)c2)nc1CN1CCN(C(=O)c2ccco2)CC1,-19%,?,1%
c1ccc(-c2ccc3c(n2)CCCO3)cc1,.,-10%,4%
Cc1ccc[n+](CC(=O)Nc2c(Cl)cc(Cl)cc2Cl)c1,-6%,1%,10%
O=C1CCC[C@@H]2C[C@@]3(C[C@@H]4CCN1[C@H]24)Nc1cc(Cl)ccc1NC3=NCc1ccccc1,.,?,11%&-14%
Cc1ccc2cc(CCNS(=O)(=O)c3ccc(Cl)cc3)c(=O)[nH]c2c1C,4%,21µM*,-7%
COc1ccc(-c2nc(CN3CCC(C(=O)NCc4ccc(F)cc4)CC3)c(C)o2)cc1OC,.,6%,-9%
Clc1ccccc1Nc1nc(-c2cccnc2)cs1,21%,-1%,-17%
CC1(C)CC(C(CCN(Cc2ccccc2)C(=O)c2ccco2)c2ccc(F)cc2)CCO1 (stereo unspecified),?,?,-19%
CCOC(=O)c1ccc(-n2c(=S)sc3c(=O)[nH]c(C)nc32)cc1,-13%,?,-9%
Cc1ccc(N(CC(=O)NC2CCCCC2)C(=O)Cn2nnc(-c3ccc(C)o3)n2)cc1,0%,13%,-13%
COc1ccc(-c2oc3ccccc3c(=O)c2OC(C)=O)cc1,-13%,23µM*,-9%
CCCN1CCN(CC(=O)Nc2nc3ccccc3s2)CC1,-4%,33%[activator],-2%
N#CCSc1nc2ccccc2c(=O)n1CC1CCCC1,28%,?,2%
CN1C(=O)/C(=C/c2ccc(OCc3ccc(F)cc3)cc2)NC1=S,-6%,-5%,10%
O=C(CSc1nccn1-c1ccc(Cl)cc1)Nc1ccc2c(c1)OCO2,?,?,13%
O=C(NCCCO)c1nnc(Cc2c(F)cccc2Cl)o1,-2%,-19%,2%

# Some of the entries so far, with bars between the fields:
compound | N370S GC | DT40 TDP1 CPT | FEN1 inhibitor
COc1ccc(-c2oc3ccccc3c(=O)c2OC(C)=O)cc1 | -13% | 23µM* | -9%
CCCN1CCN(CC(=O)Nc2nc3ccccc3s2)CC1 | -4% | 33%[activator] | -2%
N#CCSc1nc2ccccc2c(=O)n1CC1CCCC1 | 28% | ? | 2%
CN1C(=O)/C(=C/c2ccc(OCc3ccc(F)cc3)cc2)NC1=S | -6% | -5% | 10%

# Complete entries, looked up by structure:
# CC(=O)Nc1ccc(OCCOc2ccc(/C=C3\C(=N)N4N=C(C(C)C)SC4=NC3=O)cc2)cc1 reads N370S GC = -8%; DT40 TDP1 CPT = -1%; FEN1 inhibitor = -4%
# CN1C(=O)/C(=C/c2ccc(OCc3ccc(F)cc3)cc2)NC1=S reads N370S GC = -6%; DT40 TDP1 CPT = -5%; FEN1 inhibitor = 10%
# CCc1ccccc1N(CC(=O)N1CCN(c2ccccc2F)CC1)S(C)(=O)=O reads N370S GC = -6%; DT40 TDP1 CPT = ?; FEN1 inhibitor = -3%

# Next section.
SMILES,N370S GC,DT40 TDP1 CPT,FEN1 inhibitor
Cn1c(CNC(=O)c2ccc(Cl)cc2)nnc1SCC(=O)NC1=NCCS1,2%,?,15%
O/N=C1/C2C3C(Br)C4C5CC(C1C53)C24 (stereo unspecified),-7%,0%,-6%
COC(=O)CSc1nnc(-c2cccnc2)n1-c1cc(OC)cc(OC)c1,-23%,9%,-2%
O=C(CN1C(=O)NC2(CCCC2)C1=O)OCCOc1ccc(F)cc1,-13%,?,16%
COc1ccc(-n2c(=O)c(-c3ccc(F)cc3)nc3cncnc32)cc1,14%,-8%,.
COc1ccc(-c2cc(=O)oc3cc(OCC(=O)Nc4ccccn4)ccc23)cc1,-16%,16µM*,?
O=C(CCl)N1N=C(c2ccco2)CC1c1cccs1 (stereo unspecified),-8%,2.1µM*,0%
CC(=O)Nc1nonc1-c1nc2ccccc2n1Cc1ccccn1,3%,-8%,-1%
Cc1ccc(NC(=O)c2sc(Cl)nc2C)c(C)c1,-3%,4%,8%
Cn1c(=O)c(=O)n(C)c2cc(N3CCCC3)c(NC(=O)c3ccccc3Cl)cc21,.,-6%,?
CCOC(=O)C1CCN(C(=O)CSc2nccc(C)n2)CC1,1%,40%[activator],-13%
CCOC(=O)c1cc2cc(CC(=O)c3ccc(OCC)cc3O)ccc2o1,-28%,-10%,13%
CN(C)S(=O)(=O)c1ccc(Cl)c(NC(=O)COC(=O)[C@@H]2CCCN2C(=O)c2cccs2)c1,8%,-27%,16%
CCc1ccc(NC(=O)CSC2=Nc3ccccc3C3=NC(CCC(=O)NCc4ccccc4)C(=O)N23)cc1 (stereo unspecified),.,?,-1%
COc1ccc(-c2noc(-c3ccc(N4CCOCC4)c([N+](=O)[O-])c3)n2)cc1OC,.,-13%,14%
COc1ccc(S(=O)(=O)N2CCOCC2)cc1NC(=O)COc1ccccc1OC,-22%,-4%,-5%
Cc1cc2c(c(=O)n1C1CC1)C(c1cccc(Cl)c1)C(C#N)=C(N)O2 (stereo unspecified),16%,0%,-2%
CCc1ccc(NC(=O)C(=O)c2cn(CC(=O)N3CCCCC3)c3ccccc23)cc1,-6%,-25%,-6%
Cc1nn(-c2ccccc2)c2c1N(CCCC(=O)NC(C)c1ccccc1)C(=O)CS2 (stereo unspecified),.,15µM*,-2%
CC(=O)c1cnc2n(c1=O)CCS2,-2%,3%,19%
CCN(CC)S(=O)(=O)c1ccc2c(c1)N(CC(=O)N1CCN(c3cccc(C)c3C)CC1)C(=O)CO2,.,18µM*,4%
Cc1cc(=O)n2nc(N3CCCC3C(=O)Nc3cccc(Cl)c3C)sc2n1 (stereo unspecified),-2%,-7%,-4%
C#CCNC(=O)C1=C[C@H](c2ccc(C#C)cc2)C[C@H](OCc2ccc(CO)cc2)O1,.,-3%,0%
O=C(COc1ccccc1[N+](=O)[O-])c1ccccc1,-7%,3.7µM*,-8%
COc1ccc(NS(=O)(=O)c2ccc(/C=C/C(=O)O)cc2)cc1S(=O)(=O)N1CCOCC1,0%,9%,13%
Cc1ccc(N(CC(=O)NC(C)c2ccccc2)S(=O)(=O)c2c(C)n[nH]c2C)cc1 (stereo unspecified),2%,-25%,13%
Cc1oc(-c2ccc(Cl)cc2)nc1CN1CCCC(C(=O)NCCc2ccc(Cl)cc2)C1 (stereo unspecified),.,7.3µM*,-17%
COc1ccc(OC)c(NC(=O)CSc2nc3scc(C)c3c(=O)[nH]2)c1,26%,-2%,-15%
COCCCNC(=O)c1ccc2c(=O)n(CC3CCCO3)c(=S)[nH]c2c1 (stereo unspecified),-1%,-15%,-3%
O=C(Nc1ccc(-n2cnnn2)cc1)C1CCCN1C(=O)Nc1ccc(Br)cc1 (stereo unspecified),-1%,2%,14%
COc1cc(/C=N/Nc2snc(SC)c2C#N)ccc1O,-1%,4µM*,5%
CC(C)CN(CCCNC(=O)c1cc(=O)[nH]c2ccc(S(=O)(=O)N3CCCCCC3)cc12)CC(C)C,.,?,22%
COc1ccc(Nc2nnc(-c3cc4c(ccc5ccccc54)oc3=O)s2)cc1,.,-8%,1%
COc1cc(CN(C(=S)NCC(=O)N2CCCC2)C2CCCC2)cc(OC)c1OC,2%,4%,-1%
O=C(NC(Cc1ccccc1)C(=O)O)/C(=C\c1ccc([N+](=O)[O-])cc1)NC(=O)c1ccco1 (stereo unspecified),-13%,-6%,-3%
Cc1ccc(NC(=S)NNC(=O)c2ccc(N3CCOCC3)c([N+](=O)[O-])c2)cc1Cl,-1%,1%,-15%
Cc1cc(C(=O)NCc2ccc3c(c2)OCO3)ccc1[N+](=O)[O-],-6%,-20%,5%
CC1CCCCC1NC(=O)COC(=O)CN1C(=O)c2ccccc2C1=O (stereo unspecified),.,-15%,7%
COc1cc(Cl)c(C)cc1NC(=O)CC1SC(N2CCOCC2)=NC1=O (stereo unspecified),.,-9%,-8%
O=C(N/N=C/c1cc(O)ccc1Br)c1cccnc1,-10%,5.8µM*,-7%
CCOCCCNC(=O)CCC(=O)NNc1nc2ccccc2c2nc(-c3ccccc3)nn12,-5%,?,-8%&-2%
CC1(C(=O)OCC(=O)Nc2cc(S(=O)(=O)N3CCOCC3)ccc2Cl)CC1(Cl)Cl (stereo unspecified),.,?,12%
COc1ccc(-n2c(=O)c(-c3ccc(F)cc3)nc3cnc(N4CCOCC4)nc32)cc1,0%,11%,.
CCOCCCNC(=O)c1cc2c(-c3ccc(Cl)cc3)nn(C)c2s1,1%,?,-13%
O=C(O)CCc1ccc(S(=O)(=O)Nc2cc(C(F)(F)F)ccc2N2CCCC2)cc1,1%,-15%,-8%
CCOC(=O)C1=C(C)N=c2s/c(=C\c3ccc(OC(C)=O)cc3)c(=O)n2C1/C=C/c1ccccc1 (stereo unspecified),7%,?,10%
CC1c2cc3c(cc2CCN1C(=O)c1cccc(F)c1)OCCCO3 (stereo unspecified),2%,21µM*,14%
CCNc1c(NS(=O)(=O)c2ccc(F)c(Cl)c2)c(=O)oc2ccccc12,1%,7%,-6%
CCN1CCN(C(=S)NC(CC(=O)c2ccccc2)c2ccccc2)CC1 (stereo unspecified),-4%,9%,-16%
CC(=O)c1oc2ccccc2c1N,-1%,-18%,2%

# Additional records:
SMILES,N370S GC,DT40 TDP1 CPT,FEN1 inhibitor
COc1ccc(OCc2nc3ccccc3n2Cc2ccc(C(C)(C)C)cc2)cc1,.,?,-28%
CCOC(=O)c1c(NC(=O)CSc2nnc(C)s2)sc2c1CCC(C)C2 (stereo unspecified),?,?,-15%
CCCC(C)NC(=O)c1ccc(OCc2ccc(Cl)cc2)c(OC)c1 (stereo unspecified),4%,?,-2%
CN1CCC(NC(=S)NC2CC2)CC1,3%,13%,6%
NS(=O)(=O)c1ccc(CCNC(=O)C(=O)NCC2OCCN2S(=O)(=O)c2cccs2)cc1 (stereo unspecified),-5%,13%,18%
O=C(CCc1c[nH]c2ccccc12)N/N=C/c1ccc2c(c1)OCO2,-13%,-13%,-1%
